Screening data from PubChem BioAssay.
BRCA1 expr act: qHTS Assay to Identify Small Molecule Activators of BRCA1 Expression. AID 624202, 2012. Potency, µM (top dose mostly 46.1 µM), for inactives: top-dose activation, actives largely listed as activators. 380,000 tested, 1.1% active. MCF7-BRCA1-FFLuc reporter, luminescence, 48 h; response scale: scaled: vehicle 0%, 10 µM genistein 100%; note: potency is the fitted concentration of half-maximal effect; nearly all actives have a fitted effect of over 80% in size; some results filed as inactive show a strong effect at the top dose
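Luminescence from a BRCA1-driven firefly luciferase in MCF7 cells was read after 48 h compound exposure at 37 C. Data normalized against DMSO and a 10microM genistein activation control, then curve-fitted across the titration.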
Eya2 phos inh: qHTS Assay for Inhibitors of the Phosphatase Activity of Eya2; Protein phosphatase EYA2 (Homo sapiens), O00167; recombinant Eya2, OMFP fluorescence dephosphorylation (OMFP is methylfluorescein phosphate); Potency, µM (highest dose often 76.9 µM), inactives show top-dose activity, negative = inhibition, hits mostly inhibitors; 330,000 tested, 0.006% active; note: potency is the fitted concentration of half-maximal effect; % is set by controls: 0 for no effect and ±100 for the full control effect
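Eya2 (0.2 uM) preincubated 10 min at ambient with compound, then OMFP substrate added at 50 uM; 10 min reaction in 50 mM HEPES pH 7.5, 50 mM NaCl, 5 uM MgCl2, 0.05% BSA, 1 mM DTT. Fluorescence read at Ex 485/Em 525 nm.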
TSG101-PTAP inh: qHTS Assay for Iinhibitors of HIV-1 Budding by Blocking the Interaction of PTAP/TSG101; Tumor susceptibility gene 101 protein (Homo sapiens), Q99816; Fluorescence polarization, FITC-PTAP peptide / Tsg101 binding; Potency, µM (top dose mostly 115 µM), for the others: at the highest dose activity change, negative = inhibition, most hits filed as inhibitors; 340,000 tested, under 10 active; active = well fitted inhibition curve with a large enough effect in the main read-out, with a control signal flat, not every such curve was filed as active; inconclusive = small, poorly fitted or top-dose-only effect, or effect the other way, or a change in a side signal; inactive = no such curve, though single readings can be large or run the other way; note: potency is the fitted concentration of half-maximal effect; % of control where 0% means no effect
Target sequence (Q99816 whole entry, looked up): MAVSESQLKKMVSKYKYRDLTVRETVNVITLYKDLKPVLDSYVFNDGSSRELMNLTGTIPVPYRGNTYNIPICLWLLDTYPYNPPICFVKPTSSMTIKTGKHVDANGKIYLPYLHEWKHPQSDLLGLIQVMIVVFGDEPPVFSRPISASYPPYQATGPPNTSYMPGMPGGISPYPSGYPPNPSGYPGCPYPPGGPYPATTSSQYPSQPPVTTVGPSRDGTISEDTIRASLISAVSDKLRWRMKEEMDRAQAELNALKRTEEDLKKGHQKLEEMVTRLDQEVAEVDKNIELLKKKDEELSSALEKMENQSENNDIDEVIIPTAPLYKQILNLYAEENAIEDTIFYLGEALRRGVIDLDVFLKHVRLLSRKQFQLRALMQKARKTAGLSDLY
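Fluorescence polarization binding of Tsg101 binding domain (10 uM final) to FITC-labeled PTAP peptide (50 nM final) in HEPES pH 7.5 buffer with NaCl, Tween 20, EDTA, TCEP. Compounds added before peptide; binding 20 min at RT.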
S-ASM inh: Inhibitors of Secretory Acid Sphingomyelinase (S-ASM): qHTS; AID 504937, 2011; placental ASM, HMU-PC fluorogenic substrate, 60 min; 340,000 tested, 0.006% active; Potency, µM (series often up to 57.5 µM), without a hit: at the highest dose activity change, negative = inhibition, most hits filed as inhibitors; Sphingomyelin phosphodiesterase (Homo sapiens), P17405; note: potency is the fitted concentration of half-maximal effect
Target sequence (P17405 47-631 limits assumed): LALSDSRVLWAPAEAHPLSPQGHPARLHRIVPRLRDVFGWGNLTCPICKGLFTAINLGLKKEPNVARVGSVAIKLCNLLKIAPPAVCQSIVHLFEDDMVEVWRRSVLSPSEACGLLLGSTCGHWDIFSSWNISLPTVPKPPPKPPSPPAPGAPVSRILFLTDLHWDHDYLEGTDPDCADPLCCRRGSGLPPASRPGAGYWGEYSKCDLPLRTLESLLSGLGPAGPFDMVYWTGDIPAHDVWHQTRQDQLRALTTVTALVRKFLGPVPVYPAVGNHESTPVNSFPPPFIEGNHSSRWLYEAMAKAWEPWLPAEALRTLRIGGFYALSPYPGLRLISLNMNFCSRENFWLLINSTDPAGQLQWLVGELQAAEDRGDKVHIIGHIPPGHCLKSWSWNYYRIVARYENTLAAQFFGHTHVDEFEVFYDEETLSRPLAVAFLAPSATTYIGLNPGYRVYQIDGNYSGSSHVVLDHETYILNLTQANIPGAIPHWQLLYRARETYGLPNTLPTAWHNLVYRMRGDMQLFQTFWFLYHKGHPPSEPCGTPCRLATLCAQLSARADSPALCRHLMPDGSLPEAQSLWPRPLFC
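Human placenta-derived ASM preincubated with compound 10 min at room temperature, then reacted with 9 uM (final) fluorogenic HMU-PC substrate for 60 min at 37 C. Stop solution raises pH to 10; fluorescence read at Ex 386/Em 447 nm.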
USP2a block: qHTS Assay for Inhibitors of Ubiquitin-specific Protease USP2a Using CHOP2 as the Reporter; Potency, µM (top dose mostly 38.3 µM), for the others: at the top dose activity change, negative = inhibition, usual class: inhibitors; Ubiquitin carboxyl-terminal hydrolase 2 (Homo sapiens), O75604; 330,000 tested, 0.01% active; AID 463254, 2010; USP2 core, Ub-CHOP2 coupled fluorogenic reporter, 485/531;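 note: potency is the fitted concentration of half-maximal effect; plate controls were DMSO wells for no effect and full inhibition by NEM control for full effect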
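USP2 core (10nM final) preincubated 30min RT with compound in 20mM Tris-HCl pH 8.0, 2mM CaCl2, 2mM beta-mercaptoethanol, 0.05% CHAPS; 25nM Ub-CHOP2 plus 25nM reporter substrate added, fluorescence (Ex485/Em531) read after 60min.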
ELG1 genotoxic: qHTS screen for small molecules that induce genotoxicity in human embryonic kidney (HEK293T) cells expressing luciferase-tagged ELG1 | HEK293T ELG1-luciferase reporter, luminescence, 16 h | Potency, µM (top dose mostly 46 µM), without a hit: top-dose activity change, positive = activation, hits mostly activators | 330,000 tested, 1.3% active; note: potency is the fitted concentration of half-maximal effect; % of control where 0% means no effect; nearly all actives have a fitted effect of over 60% in size
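Genotoxicity was scored as increased ELG1-luciferase reporter signal, measured by ONE-Glo luminescence (30 min, room temperature). Compound or vehicle exposure of the HEK293T reporter cells lasted 16 hr at 37°C.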
a7 integrin act: qHTS for Activators of Integrin-Mediated Alleviation for Muscular Dystrophy; alpha7betagal myoblasts, beta-gal FDG fluorescence, 48 h; Potency, µM (top dose mostly 38.3 µM), for inactives: top-dose activation, most hits filed as activators; 350,000 tested, 0.064% active; AID 624291, 2012;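 note: potency is the fitted concentration of half-maximal effect; 100% = response of the positive control SU9516; nearly all actives have a fitted effect of over 60% in size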
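alpha7betagal+/- myoblasts (passage 13, 250/well) treated 48 h at 37C with compounds at 1:260 dilution of DMSO stock. Lysed, then beta-galactosidase activity read as FDG fluorescence (ex 480/em 540) after 30 min, with pre-read for autofluorescence.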
B2AR arrestin: qHTS assay of beta-arrestin-biased ligands of beta2-adrenergic receptor. beta-arrestin recruitment to beta2AR, cell-based reporter. Potency, µM (doses to about 46.1 µM), without a hit: at the highest dose activation, actives largely listed as activators. 330,000 tested, 0.02% active;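 note: potency is the fitted concentration of half-maximal effect; 0% = DMSO controls and full agonism = EC100 isoproterenol or metaproterenol; nearly all actives have a fitted effect of over 65% in size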
uPA generation: qHTS for Inhibitors of Cell Surface uPA Generation; cell surface uPA generation assay, qHTS; Potency, µM (top dose mostly 38.3 µM), without a hit: top-dose activity change, negative = inhibition, most hits filed as inhibitors; 330,000 tested, 0.31% active; active = well fitted inhibition curve with a large enough effect; inconclusive = small, poorly fitted or top-dose-only effect; inactive = no such curve, though single readings can be large or run the other way; tested in mouse RAW 264.7 cells; note: potency is the fitted concentration of half-maximal effect; % is set by controls: 0 for no effect and ±100 for the full control effect; nearly all actives have a fitted effect of over 55% in size
TRPV1 agonist: HTS Assay for Compounds that Act as Agonists of the Vanilloid Receptor 1 | Transient receptor potential cation channel subfamily V member 1 (Homo sapiens), Q8NER1 | TRPV1-expressing cells, Fluo-8 calcium influx, agonist mode | activation, % at 8.33 µM | 320,000 tested, 0.19% active | AID 540275, 2011; in the data active = activation above about 80%; inconclusive = between about 30% and that limit; note: 0% is about no effect
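Fluo-8 calcium influx in TRPV1-expressing cells, kinetic read (ex 480/em 520 nm). Compound added and read 3 min for agonist activity, followed by capsaicin at EC20 final and 2 min further read for enhancement.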
p53 reactivation: qHTS assay for re-activators of p53 using a Luc reporter; H1299 p53-A138V BP100-luciferase reporter, luminescence, 24 h; Potency, µM (top dose mostly 92.2 µM), inactives show at the top dose activity change, positive = activation, most hits filed as activators; 320,000 tested, 0.063% active; note: potency is the fitted concentration of half-maximal effect; % of control where 0% means no effect; nearly all actives have a fitted effect of over 45% in size
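p53-null H1299 cells stably carrying temperature-sensitive p53-A138V and a BP100-luciferase reporter were pinned with compounds (4-point, 1:5 series) and held 24 hrs at 37 deg C. Luminescence was read 10 min after detection reagent.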
Active calls of the source: *; ? = inconclusive; . = not tested or not shown; [ ] = remark or other dose. Unless noted, calls come from the whole dose curve; as a rule, active = well fitted curve in the direction sought with a large enough effect; inconclusive = small, poorly fitted or top-dose-only effect, or another doubt; inactive = no such curve, though single readings can be large; an effect the other way counts as inactive or inconclusive.

SMILES	BRCA1 expr act	Eya2 phos inh	TSG101-PTAP inh	S-ASM inh	USP2a block	ELG1 genotoxic	a7 integrin act	B2AR arrestin	uPA generation	TRPV1 agonist	p53 reactivation
CC(=O)c1cc(OC(=O)c2ccncc2)ccc1OC(=O)c1ccncc1	0%	-2%	-3%	3%	1%	-20%	21%	-0.4%	-8%	5	?
COCc1cc(CN2CCCC(CNC(=O)c3ccc(F)cc3)C2)ccc1OC (stereo not drawn)	-18%	9%	0%	-1%	3%	-1%	-26%	-0.9%	1%	1	0%
CCc1ccccc1NC(=O)CCNS(=O)(=O)c1cc(Br)cnc1N	-7%	0%	-3%	4%	3%	-10%	-12%	0.3%	-15%	4	-8%
Cc1cc(C(=O)N/N=C/c2ccncc2)c(C)o1	-3%	-17%	0%	0%	2%	0%	-21%	-0.7%	1%	3	1%
COc1ccc(NC(=O)COC(=O)CNS(=O)(=O)c2ccc(F)c(F)c2F)cc1OC	7%	8%	-7%	1%	2%	-1%	-8%	-0.7%	1%	1	0%
CCCCNC(=O)C(C#N)c1nc2ccccc2nc1N1CCN(Cc2ccc3c(c2)OCO3)CC1 (stereo not drawn)	20%	.	?	12%	.	.	35%	.	6%	.	.
Cc1cc(NCc2ccc(F)cc2Cl)n2nnnc2n1	-17%	2%	-9%	2%	2%	0%	7%	-0.1%	1%	3	-4%
COc1ccc(CNC(=O)c2cc3c(=O)[nH]c4ccccc4c3n2C)cc1	-11%	-10%	-1%	-7%	8%	-6%	-5%	0.1%	23%	-3	4%
C=CS(=O)(=O)N(Cc1ccccc1)[C@H](CO)CC(C)C	-23%	.	1%	0%	.	.	0%	.	-9%	.	.
CCN1CCN(C(=O)C(C)Sc2nnc3nc(C)cc(C)n23)CC1 (stereo not drawn)	-4%	0%	1%	-1%	0%	-1%	-13%	0.3%	14%	-5	-2%
COCCCN(CCC#N)C(=O)c1c(-c2c(Cl)cccc2Cl)noc1C	-5%	12%	-3%	-1%	1%	2%	0%	0.3%	4%	-2	-1%
NC1=Nc2cccc3cccc1c23	4%	3%	0%	273%[activator]	2%	-3%	7.9µM*	0.0%	11%	4	-3%
CN1CCN(S(=O)(=O)c2ccc(Sc3nc4ccccc4[nH]3)c3nsnc23)CC1	-5%	-11%	-6%	-4%	2%	-7%	-39%	0.0%	3%	0	2%
CCOc1ccc(Oc2c(C)oc3cc(O)ccc3c2=O)cc1	-2%	6%	3%	130%[activator]	-1%	2%	-4%	0.3%	-2%	2	-3%
Cc1ccc(C)c(N2CCN(C(=O)CCCOc3cc(=O)n(C)c4ccccc34)CC2)c1	-66%	4%	-7%	-16%	-2%	-11%	0%	0.0%	.	7	-12%
COc1ncc(-c2ccc3c(c2)S(=O)(=O)c2cccc(C(=O)O)c2C3=O)cn1	-7%	16%	-10%	1%	1%	1%	-3%	0.0%	9%	-7	7%
O=C(Nc1nc2c(Cl)c(Cl)ccc2s1)C1CC1	-12%	0%	-12%	2%	1%	-1%	20%	-0.2%	8%	16	14%
Cc1ccc(OCC(=O)N/N=C\c2ccncc2)c(C)c1	-17%	3%	-4%	-7%	3%	0%	7%	-0.7%	2%	24	-3%
CCN(CC)S(=O)(=O)c1ccc(NC(=O)C2CCCO2)cc1 (stereo not drawn)	1%	?	-6%	3%	3%	3%	21%	-0.6%	5%	2	-3%
COc1ccc(-c2cn3cccnc3n2)cc1Br	11µM*	-5%	0%	.	0%	?	13%	0.1%	-14%	1	?
CCCCn1c(N)c(N2CCOCC2)c(=O)n(CC(=O)NC(C)c2ccccc2)c1=O (stereo not drawn)	3%	-7%	-4%	1%	1%	-6%	0%	-0.7%	.	-7	-1%
O=C(C[C@H]1C[C@H](C(=O)N2CCOCC2)[C@@]2(CCC3CCCC3)c3[nH]c4cc(-c5ccco5)ccc4c3CCN2C1=O)NCc1ccco1	-67%	5%	-7%	-8%	-3%	-7%	-20%	-0.2%	29%	.	-4%
O=C(NNC(=S)NCCCN1CCOCC1)c1ccncc1	3%	-9%	-1%	2%	2%	-1%	-11%	-0.4%	-3%	-1	0%
CCc1ccc(S(=O)(=O)Nc2ccc(Br)cn2)cc1	-26%	-3%	-21%	-1%	-1%	0%	14%	0.1%	-11%	-2	.

Arranged by value in Eya2 phos inh (low to high): three of the compounds above
| structure | Eya2 phos inh |
| --- | --- |
| COc1ccc(-c2cn3cccnc3n2)cc1Br | -5% |
| COCCCN(CCC#N)C(=O)c1c(-c2c(Cl)cccc2Cl)noc1C | 12% |
| COc1ncc(-c2ccc3c(c2)S(=O)(=O)c2cccc(C(=O)O)c2C3=O)cn1 | 16% |

Next part.
SMILES	BRCA1 expr act	Eya2 phos inh	TSG101-PTAP inh	S-ASM inh	USP2a block	ELG1 genotoxic	a7 integrin act	B2AR arrestin	uPA generation	TRPV1 agonist	p53 reactivation
CC(C)CCNc1nc2c(cc1C#N)COC(C)(C)C2	-32%	5%	-3%	97%[activator]	-1%	-5%	-15%	-2.2%	1%	3	11%
CC(=O)c1ccc(NC(=O)C(C)Oc2ccc(N(C)S(=O)(=O)c3ccc(C)cc3)cc2)cc1 (stereo not drawn)	3%	1%	-3%	-4%	-2%	1%	-20%	0.1%	0%	3	-14%
NC(=O)C1(N2CCCC2)CCN(Cc2ccccc2)CC1	5%	.	-2%	-1%	.	.	7%	.	-5%	.	.
COc1ccc(N2CCN(C(=O)c3cccc4nc(C)oc34)CC2)cc1	9%	9%	-2%	0%	-3%	-5%	?	0.3%	-12%	-3	-5%
CC1(C)Cc2c(cnn2-c2cccc(F)c2)C(NC(=O)Cn2cccn2)C1 (stereo not drawn)	-10%	-4%	.	0%	3%	2%	14%	-0.4%	-19%	?	-5%
COc1ccc(CCNS(=O)(=O)CCNC(=O)c2ccccc2)cc1	-24%	-14%	-1%	.	2%	7%	12%	-1.0%	15%	1	11%
COC(=O)C(NC(=O)CCc1c(C)nc2c(c(C)nn2-c2ccccc2)c1C)C(C)C (stereo not drawn)	-3%	-6%	-5%	-6%	0%	4%	?	-0.5%	-2%	-5	8%
Cc1ccccc1OCCNC(=O)CSc1ccc(C(F)(F)F)cc1[N+](=O)[O-]	-29%	-3%	-1%	-8%	-1%	-1%	4%	0.5%	5%	0	-9%
CCSCc1nnc(SCC(=O)Nc2nc(C)cs2)n1C	.	2%	.	.	0%	-1%	.	0.0%	.	4	-1%
CC(C)(C)OC(=O)NC(=NCCCc1cn(CC(=O)N2CCN(C(=O)OC(C)(C)C)CC2)nn1)NC(=O)OC(C)(C)C	7%	0%	-2%	3%	-2%	1%	-11%	-0.1%	10%	-3	-1%
COc1ccc(CNC(=O)C(C)Cc2ccccc2)cc1O (stereo not drawn)	12%	7%	-7%	-2%	-1%	1%	-11%	-0.9%	6%	-2	11%
COc1ccc2nc(NC(=O)c3ccc(F)cc3)sc2c1	?	6%	1%	-1%	0%	?	30%	-1.2%	-1%	?	?
CC1CN(C2CCN(C(=O)COc3ccccc3)CC2)CC(C)O1 (stereo not drawn)	-24%	2%	-1%	2%	1%	2%	1%	-0.2%	1%	1	-11%
C=CCN1C(=O)C2C3CC(=O)C(c4ccccc43)C2C1=O (stereo not drawn)	3%	4%	-5%	0%	6%	0%	6%	-0.9%	4%	0	0%
COc1ccc(C(=O)N2CCN(S(=O)(=O)c3cc(Cl)ccc3OC)CC2)cc1	-27%	-1%	-8%	0%	2%	2%	0%	-0.2%	4%	10	-8%
CCOC(=O)C1=CNS(=O)(=O)NC1c1ccc(C[C@H](NC(=O)CNC(=O)CCc2ccccc2)C(N)=O)cc1 (stereo partly drawn)	1%	3%	-2%	43%	1%	-1%	24%	-0.4%	11%	.	-2%
COc1ccc(-n2c(=O)cc(N3CCN(c4ccccc4F)CC3)[nH]c2=O)cc1	2%	-6%	-8%	0%	0%	-3%	9%[7.66 µM]	-0.1%	.	15	0%
COc1cc(OC)cc(C(=O)NC(C)c2ccc(Br)cc2)c1 (stereo not drawn)	5%	-7%	-1%	1%	2%	-4%	18%	0.4%	2%	30	-4%
